ADAM10 inh: inhibitors of human ADAM10; 0.62% of 370,000 active; recombinant ADAM10, EDANS/DABCYL FRET peptide cleavage, 3 h; O14672; inhibition, % at 7 µM;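 active = inhibition above a per-campaign cutoff equal to the mean of compounds falling between control-based bounds plus 3 SD, cut at about 20% in these data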;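 note: 0% = DMSO wells while the 100% control is not disclosed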
Target sequence (O14672 214-748 limits assumed): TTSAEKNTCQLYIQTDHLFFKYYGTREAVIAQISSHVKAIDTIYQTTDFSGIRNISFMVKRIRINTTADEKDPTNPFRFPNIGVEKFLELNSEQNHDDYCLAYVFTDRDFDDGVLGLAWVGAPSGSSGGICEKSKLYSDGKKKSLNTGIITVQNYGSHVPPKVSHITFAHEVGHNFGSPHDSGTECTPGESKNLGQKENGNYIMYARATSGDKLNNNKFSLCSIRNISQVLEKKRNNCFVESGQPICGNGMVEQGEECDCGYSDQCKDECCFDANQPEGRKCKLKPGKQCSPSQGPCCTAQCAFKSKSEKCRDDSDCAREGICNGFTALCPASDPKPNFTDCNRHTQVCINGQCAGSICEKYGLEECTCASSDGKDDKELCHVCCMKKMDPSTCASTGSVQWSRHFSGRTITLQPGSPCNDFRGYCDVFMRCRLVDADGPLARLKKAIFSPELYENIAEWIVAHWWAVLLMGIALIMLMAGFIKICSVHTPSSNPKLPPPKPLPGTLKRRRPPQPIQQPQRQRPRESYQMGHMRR
ASAP1 GAP inh: blocks human ASAP1-stimulated Arf1 GTP hydrolysis; 0.19% of 360,000 active; inhibition, % at 16.5 µM; GDP FP detection; in the data active = inhibition above about 25%;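 note: 0% = vehicle with enzyme and substrate and 100% = no enzyme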
ARFGAP1 inhibitor: rat ARFGAP1 inhibition; Q62848; Arfgap1-stimulated ARF1 GTP hydrolysis, GDP FP detection; inhibition, % at 16.5 µM; 0.26% of 360,000 active; AID 651572;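 active = inhibition above a per-plate limit, mean inhibition of low control wells plus 3 SD, cut at about 25% in these data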;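 note: 0% = DMSO wells with enzyme and 100% = wells lacking Arfgap1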
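Material: rat Arfgap1 GAP domain (His6, aa 1-136), purified enzyme. Also added: human ARF1(Δ1-17)-GTP substrate. Compound dosing: 16.5 µM single point, 1.26% DMSO. Timing: enzyme reaction 120 min at 25 °C after 20 min preincubation. Signal: GDP detection by fluorescence polarization. Read-out basis: percent inhibition of GAP-stimulated GDP formation, scaled between DMSO and no-Arfgap1 medians.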
PLCb3 inh: PLC-beta3 (human) inhibition, primary screen | AID 720704 | 0.18% of 370,000 active | inhibition, % at 12.2 µM | Q01970 | Purified PLC-beta3, fluorogenic substrate, fluorescence; in the data active = inhibition above about 11%;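 note: 0% = median of compound wells on plate and 100% = full blocker control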
SIAE primary: inhibitors of human sialic acid acetylesterase SIAE; 0.69% of 370,000 active; inhibition, % at 9.66 µM; Q9HAT2; SIAE FP-Rh probe binding, fluorescence polarization;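 active = inhibition above a cutoff: mean of compounds within the control limits plus 3 SD of those, cut at about 17% in these data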;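 note: 0% = plate median of compound wells and 100% = probe without SIAE protein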
PLCg1 inh: blocks human PLC-gamma1 enzyme activity; AID 720700; 0.84% of 370,000 active; purified PLC-gamma1, fluorogenic substrate, fluorescence; P19174; inhibition, % at 12.2 µM; in the data active = inhibition above about 9.5%
ADAM17 inh: ADAM17 inhibition, QFRET primary screen; recombinant ADAM17, EDANS/DABCYL FRET peptide cleavage; inhibition, % at 6.95 µM; 0.83% of 370,000 active;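 active = inhibition above the mean of compounds lying between control limits plus 3 SD, set per campaign, cut at about 8.5% in these data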;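 note: 0% = DMSO-only wells as the low control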
Tn7 DDE FP: DD(E)-Tn7 binding inhibition, primary FP screen; P02675; FP displacement of FITC-Tn7 peptide from fibrin DD(E); 0% = median of compound wells per plate; inhibition, % at 8.3 µM; 0.13% of 370,000 active; AID 720508;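 active = inhibition above the mean of compounds falling within the control limits plus 3 SD of them, cut at about 14% in these data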;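 note: 0% = plate median of compound wells and 100% = 10 µM Aha-Tn7 peptide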
Target sequence (P02675 whole entry, looked up): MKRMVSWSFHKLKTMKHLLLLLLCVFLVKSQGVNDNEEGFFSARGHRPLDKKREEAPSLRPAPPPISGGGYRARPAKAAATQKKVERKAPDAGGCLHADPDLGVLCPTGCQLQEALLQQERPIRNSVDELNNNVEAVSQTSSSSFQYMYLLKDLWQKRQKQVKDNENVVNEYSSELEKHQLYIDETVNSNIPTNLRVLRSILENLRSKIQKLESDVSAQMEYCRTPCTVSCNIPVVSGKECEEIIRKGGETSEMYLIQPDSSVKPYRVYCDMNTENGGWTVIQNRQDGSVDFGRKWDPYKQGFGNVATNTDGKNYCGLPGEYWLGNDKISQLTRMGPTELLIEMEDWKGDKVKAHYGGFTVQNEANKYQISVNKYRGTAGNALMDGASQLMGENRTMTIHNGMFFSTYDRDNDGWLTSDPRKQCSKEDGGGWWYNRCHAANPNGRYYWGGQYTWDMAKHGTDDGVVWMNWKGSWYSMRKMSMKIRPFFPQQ
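System: human fibrin DD(E); quantity: Fibrin-DD(E) at 2 µM final; also added: fluorescent Tn7 probe at 0.1 µM; compound dosing: single nominal test concentration of 8.3 µM per compound; schedule: 10 min preincubation, 3 h with tracer, room temperature; detection: fluorescence polarization of the labelled Tn7 tracer; repeats: one replicate per compound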
Tn6 DDE FP: disrupts Tn6 cyclic peptide binding to fibrin D-Dimer-E complex; P02675; 0.21% of 370,000 active; inhibition, % at 8.3 µM; Fibrin DD(E) TRITC-Tn6 fluorescence polarization displacement; AID 720509;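 active = inhibition above a per-campaign cutoff: mean of compounds within control limits plus 3 SD, cut at about 15% in these data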;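 note: 0% = median of all compound wells on the plate and 100% = blocking peptide control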
TDP2 absorb: blocks human TDP2 phosphodiesterase activity. O95551. recombinant TDP2, T5PNP hydrolysis, p-nitrophenol absorbance 415 nm. inhibition, % at 12.8 µM. 0.34% of 370,000 active. AID 720702;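 active = inhibition above the mean of all tested compounds plus 3 SD, set per campaign, cut at about 25% in these data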;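 note: 0% = DMSO with enzyme and 100% = buffer with substrate but no TDP2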
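test system = human TDP2 enzyme | input = TDP2 enzyme at 120 nM final | medium = 50 mM Tris-HCl pH 7.5 with Mg2+, KCl, DTT, BSA | also added = T5PNP substrate, 5 mM | times = 2 h at 37 °C | technique = epi absorbance | benchmarks = high control without enzyme, low control DMSO plus TDP2 | replication = each compound tested once, singlicate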
* hit, by the source's call; i = inactive; · = not tested or not shown.

SMILES	ADAM10 inh	ASAP1 GAP inh	ARFGAP1 inhibitor	PLCb3 inh	SIAE primary	PLCg1 inh	ADAM17 inh	Tn7 DDE FP	Tn6 DDE FP	TDP2 absorb
COc1ccc(C(CNC(=O)CNC(=O)c2cc(OC)c(OC)c(OC)c2)N2CCOCC2)cc1 (stereo not drawn)	-4	-3	14	0	-2	-3	0	-7	5	7
CC(C)(C)c1ccc(C(=O)C2CCCN(C(=O)C3CCOCC3)C2)cc1 (stereo not drawn)	0	1	9	2	-9	1	0	-8	-12	2
O=C(CSc1ncnc2c1cnn2-c1ccccc1)Nc1ccccc1	12	-4	-8	2	12	3	4	-2	-4	4
CCCC1=NN(C(=O)Cc2ccc(OC)cc2)C(O)(C(F)(F)F)C1 (stereo not drawn)	-8	-6	4	1	-9	4	-3	0	3	-6
COc1cccc(CN(C)C(=O)c2cc(COc3ccc4ncccc4c3)on2)c1	3	5	7	-8	-5	2	0	-7	-7	-11
C/C(=C\c1ccc(C(=O)O)cc1)c1ccc2c(c1)C(C)(C)CCC2(C)C	6	0	-2	7	-6	8	9.0*	-9	-3	-2
N#Cc1ccc(-c2ccc(OCC(=O)NN=Cc3ccncc3)cc2)cc1	-14	3	5	-11	-14	3	-3	-1	-6	-1
CCSc1nc2ccccc2c(=O)n1OCC(=O)OC	-1	2	1	0	-1	0	-4	-1	2	-2
CC(C)CN1CCN(Cc2cccc3cccnc23)CC1CCO (stereo not drawn)	-4	-1	-9	-6	-3	-4	-4	2	4	13
COc1ccc(C(=O)N/C(=C\c2ccco2)C(=O)OCc2ccco2)cc1	4	-13	-6	-23	-1	-15	-1	-1	-3	1
COCc1cc(C)nc(N2CCN(Cc3ccccc3)CC2)c1C#N	-10	15	15	-5	4	0	-7	-4	-2	8
CCOC(=O)C1OC1(c1ccccc1)c1ccccc1 (stereo not drawn)	5	-10	3	6	-5	9	6	-6	0	-13
CN=C(Nc1ccc(Cl)cc1)c1cccc(C(F)(F)F)c1	5	13	-4	4	-1	1	3	-3	2	2
Cc1cccc(N(C(=O)c2ccc(CN3CCOCC3)o2)C(C(=O)NC2CCCCC2)c2ccc(F)cc2)c1 (stereo not drawn)	5	0	4	2	0	0	-4	-2	-6	7
Cc1ccc(C)c(-n2ccnc2SCC(=O)Nc2cccc(S(=O)(=O)NC3=NCCC3)c2)c1	-14	-8	8	-4	-2	3	-3	1	1	-16
O=C(NCc1ccccc1)c1cccnc1Sc1ccccc1	3	7	-2	0	17	3	1	4	4	-13
Brc1ccc(CN2CCCCCC2)cc1	-2	7	0	-2	1	-1	-4	-5	-3	6
CC(=O)n1nc(-c2ccccc2)nc1NCc1ccc(N(C)C)cc1	0	9	6	-4	2	1	-1	4	0	11
O=C(COC(=O)c1ccc2c(c1)OCCO2)NCCC1=CCCCC1	15	1	4	0	4	3	1	-3	-1	-6
CCn1c(O)c(C=NC2CCCC2)sc1=S	13	1	-1	8	-1	1	3	-6	-7	-22
Cc1cc(=O)oc(C)c1C(=O)NCCC1=CCCCC1	-4	9	4	-1	-6	-2	-3	5	-5	-5
CCN(C(=O)CSc1nncn1-c1ccccc1)C1CCS(=O)(=O)C1 (stereo not drawn)	8	3	4	2	-2	2	1	-4	1	0
O=C(Nc1ccccc1N1CCCC1)c1cccc(S(=O)(=O)N2CCOCC2)c1	1	-23	5	-12	-1	-8	1	-9	0	-15
O=C(NCc1cc(C(F)(F)F)cc(C(F)(F)F)c1)C1CC(c2ccccc2F)=NO1 (stereo not drawn)	-7	-1	-4	0	1	1	-1	-10	5	9
O=C(CCNC(=O)C1CCN(S(=O)(=O)c2ccc(F)cc2)CC1)NCc1ccncc1	-11	13	7	-9	2	-1	-6	1	1	4
Cc1cc(C(=O)Nc2ccc3ccccc3c2)oc1C	-10	12	-12	-19	-3	-9	-5	0	1	14
CC1(C)COC(c2cccc([N+](=O)[O-])c2)OC1	5	-15	-6	3	0	5	2	-3	5	1
COC(=O)[C@]12C[C@H](CC(=O)NCc3cccc4ccccc34)C(=O)N(Cc3ccc(Cl)cc3Cl)C1=C[C@H](COCc1ccccc1)O[C@@H]2C	7	·	·	-1	-9	0	2	8	1	1
CCn1c(SCc2ccc(Cl)cc2)nc2nc3c(cc2c1=O)CCCC3	-3	-3	2	0	-12	0	-1	-1	-9	7
CCOC(=O)c1c(N)nn(C(=O)C(C)(C)C)c1-c1ccccc1	5	-1	-1	-4	-1	0	0	5	1	13
CCOC(=O)c1c(NC(=O)CCCC(=O)O)sc2c1CCC2	-37	6	2	-11	0	-8	-15	-3	0	3
CCOc1ccc(OCC)c(-c2c(=O)n(OCc3ccccc3C(=O)OC)c3ccccc3[n+]2[O-])c1	5	-6	-9	0	1	-1	0	1	5	0
Cc1ccc(NC(=O)Nc2nnc(Cc3ccc([N+](=O)[O-])cc3)s2)cc1C	11	-4	7	3	-2	3	4	-1	-2	4
COC(=O)c1ccc(CN2C(=O)NC(CC(C)C)C2=O)cc1 (stereo not drawn)	-4	7	0	-4	-1	0	-3	4	-3	10
O=C(COC(=O)c1cccc(NS(=O)(=O)/C=C/c2ccccc2)c1)Nc1ccccc1OC(F)F	15	-4	5	0	-57	0	9.9*	7	2	2
S=C(c1ccc(-c2ccc(Cl)cc2Cl)o1)N1CCCCC1	12	2	3	7	-1	7	7	-4	-7	-24
N/C(=N\OC(=O)CC1CCCCC1)c1cccc(Br)c1	-7	6	2	0	-1	0	0	4	1	0
Cc1ccc(/C=C/C(=O)Nc2ccccc2C(N)=O)cc1	1	3	5	-2	0	0	0	4	-2	2
CCOc1ccccc1C1c2cc3c(cc2OC(C)(N2CCCC2)C1C)OCO3 (stereo not drawn)	6	-6	-3	-121	0	1	-2	1	3	-11
O=C(CCNC(=O)c1ccco1)NCCN1C(=O)S/C(=C\c2ccc(F)cc2)C1=O	0	-14	9	-4	-6	3	-4	-4	10	0
CN1CCN2c3ncccc3Cc3ccccc3[C@@H]2C1	0	-2	-22	1	1	-1	-5	7	6	10
COC(=O)C1C(c2ccc(OC)cc2)C(C(=O)OC)S(=O)(=O)C(CCN2CCCCC2)S1(=O)=O (stereo not drawn)	-3	-5	17	-6	3	-2	-3	0	-2	3
CCOC(=O)N1CCC(NC(=O)c2ccc3c(c2)N=C(CC)c2ccccc2S3)CC1	6	20	5	-6	-9	0	1	1	7	4
Cc1ccc2nc(-c3ccc(C#N)cc3)c(Cc3ccccn3)n2c1	-341	8	-2	-283	8	-210	-86	6	-3	-6
COc1ccccc1NC(=O)/C=C1\NC(=O)CS1	-7	15	2	-1	1	0	-4	-1	-2	7
CCOC(=O)CCC(=O)N1CCOCCOCCOCC1	-6	-8	6	-2	-5	1	-3	-10	-2	12
Cc1ccc(CSC2=NCCN2C(=O)c2ccc(S(=O)(=O)N(C)C)cc2)cc1	0	-1	-6	0	-1	1	0	-3	0	3
O=C(CCc1[nH]c2ccccc2c1Sc1ccccc1)N(CCO)CCO	2	13	5	-2	10	0	0	1	7	8
O=C(c1cccs1)N1CCN(Cc2ccccc2[N+](=O)[O-])CC1	-1	-1	8	1	5	5	4	-3	3	10
O=C(O)c1cc(NS(=O)(=O)c2ccc(N3CCOCC3)c([N+](=O)[O-])c2)cc(C(=O)O)c1	4	-5	9	1	-7	2	-1	12	3	-7
Cc1cc[n+](C(C)C(=O)c2ccc(-c3ccccc3)cc2)cc1 (stereo not drawn)	-30	-10	1	-9	-4	-5	-11	-2	-6	8
COc1cc(OC)cc(-c2oc(=O)c3cc(OC)c(OC)cc3c2/C=C/c2ccc(F)cc2)c1	-14	-6	-4	-19	1	-13	-9	-7	2	10
CCC(=O)C1CCCN(C(=O)c2ccc(OC3CCN(C(=O)CCOC)CC3)cc2)C1 (stereo not drawn)	-6	-12	0	-6	3	1	-6	1	8	6
CCOCCCNS(=O)(=O)c1ccc(NC(=O)N2c3ccccc3Sc3ccccc32)cc1	9	8	1	-7	3	-2	7	-13	-6	-4
NC(=O)COC(=O)c1cccc2c1-c1ccccc1C2=O	0	5	-15	-3	2	-1	-3	8	-1	1
C[C@@H](C(=O)Nc1ccc2c(c1)OCCO2)n1nnc2ccccc2c1=O	3	2	3	-4	-1	-3	-1	1	-2	4
COC(=O)c1nn(-c2ccc(Oc3ccccc3)cc2)c(=O)cc1O	-10	10	5	-1	12	-2	-4	4	-7	-5
COc1cccc(NC(=O)c2cc(C(=O)Nc3cccc(OC)c3)n(C)n2)c1	10	-4	5	-2	-19	2	2	5	10	4
Cc1cc(F)ccc1N1CCC(N2CCN(C)C(CCO)C2)CC1 (stereo not drawn)	5	7	4	-5	5	-1	0	-4	4	4
O=C(CSc1nncs1)Nc1ccc(Cl)cn1	3	-3	1	7	-2	3	3	-1	4	2
Following part:
SMILES	ADAM10 inh	ASAP1 GAP inh	ARFGAP1 inhibitor	PLCb3 inh	SIAE primary	PLCg1 inh	ADAM17 inh	Tn7 DDE FP	Tn6 DDE FP	TDP2 absorb
CSCCC(NC(=O)COc1ccccc1)C(=O)OC(C)C(=O)Nc1ccccc1C (stereo not drawn)	-7	-6	4	-6	3	0	-4	1	-8	6
COc1ccc(CC(=O)NCc2nnc(SCC(=O)N3CCN(c4ccccc4)CC3)n2C)cc1	-8	8	8	4	-3	5	-4	-6	-7	-14
Cc1ccc(C)c(NC(=O)c2cccc(Oc3ccc([N+](=O)[O-])cc3Cl)c2)c1	19	5	2	1	-13	1	9.0*	-3	-5	-11
O=C(NCc1ccccc1Cl)C1=CC=CN2CCS(=O)(=O)N=C12	i	7	-8	-164	0	-125	-151	-8	4	4
Cc1ccc(S(=O)(=O)Nc2nccs2)cc1[N+](=O)[O-]	2	-10	4	0	12	3	4	4	8	-8
O=[N+]([O-])c1cccnc1SCc1c(F)cccc1Cl	0	8	-11	-8	-5	3	2	1	8	-1
